FN deposit inh: fibronectin deposition inhibition; hit rate 0.086% among 350,000; AH1F fibroblasts, Alexa488-fibronectin deposition fluorescence, overnight; inhibition, % at 12.6 µM;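 active = mean inhibition across replicates of 30% or more, regardless of how many single replicates reach that level; inconclusive = mean under 30% yet at least half of replicates reach 30%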;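 note: positive control wells lacked labelled fibronectin entirely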
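Assay system: AH1F fibroblasts assembling fluorescent fibronectin matrix; Amount: 10000 AH1F cells per well; Buffer or medium: DMEM, 2% serum; Probe or stimulus: Alexa488-fibronectin, 24 nM final in well; Doses: single compound dose, delivered by pin transfer; Incubation: 1 h adhesion, overnight exposure; Measured by: fluorescence 485/525 nm; Read-out: fibronectin deposition inhibition.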
EWS-Fli block: EWS/Fli transcriptional activity inhibition. inhibition, % at 12.6 µM. AID 651661. hit rate 0.67% among 350,000. A673 NR0B1-luciferase reporter, viability-normalised;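 active = mean inhibition of at least 50% after viability correction, with every replicate also passing that limit; inconclusive = mean reaches 50% but only one of two replicates passes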;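 note: firefly luciferase signal divided by Alamar Blue viability fluorescence both relative to DMSO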
PGC1a acetyl inh: PGC1a acetylation modulation, inhibitor mode; U2OS PGC1a acetylation, AlphaScreen anti-acetyl-lysine; with virally co-expressed GCN5 acetyltransferase; inhibition, % at 15.6 µM; hit rate 0.17% among 350,000;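 active = every replicate shows inhibition of at least 40%; inconclusive = mean inhibition at least 40% but some replicate below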;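 note: 0% = neutral control wells and 100% = positive control wells; some results beyond the cut were filed as inactive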
LGR2 antag: blocks bursicon-induced cAMP signaling via Drosophila LGR2; HEK293 LGR2, CRE-luciferase, bursicon-stimulated, 4 h; inhibition, % at 9.99 µM; hit rate 0.35% among 380,000; AID 720647;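 active = drop in luminescence signal, shown as inhibition above about 50% in the replicate tests, limit read from the data, passing the limit was not always enough; inconclusive = probably only some replicates passing the limit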;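 note: agonist challenge used bursicon conditioned medium at about half maximal strength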
PAX8 reporter: lowers PAX8-driven luciferase in RMG-I cells; RMG-I TPO-luciferase reporter, SteadyGlo, 24 h; inhibition, % at 12.6 µM; hit rate 1.2% among 360,000; AID 652154;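 active = mean replicate inhibition at least 60% with every replicate also reaching 60%; inconclusive = only one of the two criteria is met; inactive = mean below 60% and not all replicates reaching 60%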;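 note: luciferase light reporting Pax8 driven TPO promoter activity; plate controls were median of neutral control wells for no effect and mitoxantrone controls for full effect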
miR-122 sensor: blocks miR-122 activity in Huh7 sensor cells; Huh7 miR-122 Renilla luciferase sensor, 48 h; neutral wells = 0, positive control = 100; activation (reporter increase), % at 12.5 µM; hit rate 0.3% among 340,000;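 active = mean replicate activation score at least 90 and every replicate individually at or above 90; inconclusive = only one of the two criteria met; inactive = neither criterion met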;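 note: higher luciferase means less miR-122 activity so hits act as miR-122 inhibitors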
CASP6 VEID inh: inhibitors of human caspase-6. P55212. purified caspase-6, Z-VEID-R110 cleavage fluorescence. inhibition, % at 12.5 µM. hit rate 0.53% among 350,000. AID 686996;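 active = mean inhibition across replicates at least about 35%, with every replicate also reaching that limit, limit read from the data; inconclusive = only one of the two criteria met; inactive = neither criterion met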;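 note: 0% = median of neutral control wells and 100% = no fluorescence left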
Target sequence (P55212 24-179 limits assumed): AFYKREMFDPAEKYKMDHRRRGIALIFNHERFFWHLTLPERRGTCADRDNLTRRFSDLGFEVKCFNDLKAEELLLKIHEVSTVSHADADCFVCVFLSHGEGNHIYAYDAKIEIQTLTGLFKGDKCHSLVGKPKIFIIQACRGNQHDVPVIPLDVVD
Target sequence (P55212 194-293 limits assumed): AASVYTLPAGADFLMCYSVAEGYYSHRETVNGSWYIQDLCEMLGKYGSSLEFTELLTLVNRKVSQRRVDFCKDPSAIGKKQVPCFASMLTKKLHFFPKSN
Cneo AK release: Cryptococcus neoformans lysis via adenylate kinase release; C. neoformans lysis, adenylate kinase release luminescence, 4 h; normalised: neutral wells 0, clomiphene wells 100; lysis activity, % at 15 µM; hit rate 0.2% among 360,000; AID 651654;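 active = mean lysis activity across replicates of at least 80%, whatever share of replicates individually reach that level; inactive = mean lysis activity below 80%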
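Schedule: static 4 h at 37 °C with compound, 1 h detection; system: C. neoformans cells; benchmarks: Clomiphene as positive control; buffer or medium: fresh YPD medium; measure: luminescence rise reflecting yeast cell lysis; measured by: luminescent adenylate kinase detection reagent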
Starred values were filed as active, the others as inactive; ? = inconclusive; · = not tested or not shown; [ ] = another dose, or the depositor's remark.

SMILES	FN deposit inh	EWS-Fli block	PGC1a acetyl inh	LGR2 antag	PAX8 reporter	miR-122 sensor	CASP6 VEID inh	Cneo AK release
COc1ccc(CCNC(=O)CSc2nnc(-c3ccc(F)cc3)o2)cc1OC	·	7	-1	4	·	1	0	1
N#Cc1c(-c2ccc([N+](=O)[O-])cc2)nc2n(c1=O)CCS2	5	9	-2	1	-3	-7	-5	0
C[C@H]1CN([C@@H](C)CO)C(=O)c2cc(NS(=O)(=O)c3ccccc3)ccc2O[C@@H]1CN(C)Cc1ccc2c(c1)OCO2	-5	3	-2	-8	-6	-9[16.7 µM]	0	0
O=C(O)CNc1ccc(S(=O)(=O)C(F)(F)F)cc1[N+](=O)[O-]	-10	-9	6	-4	-1	-7	2	3
Cc1ccsc1C(=O)N1CCc2ccccc2C1	·	-27	·	-11	-62	-4	4	0
CC(C)NC(=O)CN1CCN(Cc2nc(-c3cccs3)no2)CC1	·	-4	-2	7	1	1	-1	-1
O=C(c1ccc(F)c(S(=O)(=O)N2CCOCC2)c1)N1CCN(c2ccc(F)cc2)CC1	-2	-2	·	8	-3	·	1	1
O=C(Nc1ccc2c(c1)OCO2)N[C@@H]1C=C[C@@H](CC(=O)N2CCN(c3ccccc3)CC2)O[C@H]1CO	9	-4	8	-7	13	-12[16.7 µM]	-1	-1
Cn1ncc2c(O/N=C(\N)c3ccc(C(F)(F)F)cc3)ncnc21	-10	68*	?	·	92*	-33	-9	0
O=C(C[C@H]1C[C@H]2c3cc(NC(=O)Cc4ccncc4)ccc3O[C@H]2[C@@H](CO)O1)NCc1ccccn1	·	7	3	8	-5	27[16.7 µM]	2	-2
COc1cc(/C=C2/SC(N)=NC2=O)ccc1Oc1ccc([N+](=O)[O-])cc1[N+](=O)[O-]	-3	·	10	14	-17	-2	·	0
COc1ccc(-n2c(SCC(=O)Nc3cc(C)on3)nc3ccccc3c2=O)cc1Cl	1	12	3	-4	0	-3	-2	2
O=CN1N=C(c2ccccc2)CC1c1ccc(Cl)cc1 (stereo unspecified)	-1	7	-3	12	4	2	2	-2
CCOC(=O)C1CCCN(Cc2ccccc2OCC)C1 (stereo unspecified)	-6	·	-6	5	·	2	·	·
CCNC(=O)C1CCCN(C(=O)c2cccc(OC(F)(F)F)c2)CC1 (stereo unspecified)	6	0	5	-15	0	-10	-1	-1
Cc1ccc(-n2nnnc2SCc2ccc(C(=O)O)cc2)cc1C	5	4	·	-1	-2	·	-1	0
CCOC(=O)Cn1ccc(NC(=O)c2ccc3c(c2)OCO3)n1	9	-11	9	16	-20	-4	-2	-2
Cc1nn(CCC#N)c(NC(=O)c2ccc(Cl)cc2)c1P(=O)(Nc1ccc([N+](=O)[O-])cc1)N1CCOCC1 (stereo unspecified)	2	·	-5	·	·	-2	·	-1
CCOc1ccc(NC(=O)CN2C(=O)C3CCCN3C2=O)cc1 (stereo unspecified)	-1	-28	7	-2	-25	1	1	2
CCCCN(C=O)c1c(CC)nc2ccc(C(=O)NCCCn3ccnc3)cn12	-7	6	4	-4	-10	0	-5	1
NS(=O)(=O)c1ccc(NC(=O)C2C3C=CC(C3)C2C(=O)O)cc1 (stereo unspecified)	-14	-2	-1	14	18	0	2	-1
Cc1cccc2sc(N(CCCN(C)C)C(=O)c3ccc(C(=O)c4ccccc4)cc3)nc12	-11	10	-7	3	15	0	-18	19
C/C(=C\C(=O)c1ccc(Cl)s1)N(C)C	1	0	4	3	-8	·	0	·
Cc1ccc(CN2CCN(CCC(C)C)C(CCO)C2)s1 (stereo unspecified)	·	1	2	2	11	·	3	·
Cc1ccc(C(C(=O)NC2CCCC2)N(Cc2cccs2)C(=O)CNC(=O)c2cccs2)o1 (stereo unspecified)	-3	·	-7	·	·	1	·	2
SMILES	FN deposit inh	EWS-Fli block	PGC1a acetyl inh	LGR2 antag	PAX8 reporter	miR-122 sensor	CASP6 VEID inh	Cneo AK release
CC(=O)N1CCc2cc(C(=O)CN3CCN(c4ccccn4)CC3)ccc21	-1	-19	-4	-40	-39	-10	-3	-1
COc1cccc(Cn2cccc(NC(=O)NC3CCCCC3)c2=O)c1	7	·	2	·	12	-6	·	1
Cc1cccc(C(=O)NCC(=O)OCc2nc(N)nc(Nc3ccccc3C)n2)c1	-4	-3	3	-13	15	-7	-1	-1
C[C@H](CO)N1C[C@H](C)[C@@H](CN(C)Cc2ccc(Oc3ccccc3)cc2)Oc2ccc(NC(=O)Nc3cccc4ccccc34)cc2C1=O	·	16	-4	-2	·	-4[16.7 µM]	1	-1
CCCC(=O)c1ccc(N2CCN(C(=O)OCC)CC2)c(F)c1	·	-11	-15	-22	·	-7	2	1
O=[N+]([O-])c1cc2no[n+]([O-])c2cc1N1CCCCC1	-10	-3	4	7	15	-4	29	·
CCN(C[C@H]1[C@@H](c2ccccc2)[C@H](CO)N1CC1CC1)C(=O)c1ccccn1	-8	-6	-19	-12	6	-14[16.7 µM]	-4	12
C=C(C)CNc1cc(S(=O)(=O)N2CCOCC2)ccc1Oc1ccccc1	-1	-1	-10	19	-4	2	4	0
CC[C@@H]1CC2=C(C(=O)OC(C)(C)O2)[C@@H](c2ccc(Cl)cc2)O1	-5	5	·	5	-4	·	-3	·
COc1cc(C(C(=O)NC2CCCCC2)N(C(=O)c2cnccn2)c2ccccc2)cc(OC)c1OC (stereo unspecified)	-5	5	18	23	-25	1	0	1
CC(C)NC(=O)Nc1ccc2c(c1)C(=O)N(C)[C@@H]1CC[C@@H](CC(=O)NCC3CCCCC3)O[C@@H]1CO2	-1	-6	2	-6	4	4[16.7 µM]	-5	40
O=C(c1ccc(F)cc1)N1CC(=O)N2[C@@H](CO)[C@H](c3ccc(-c4ccccc4)cc3)[C@@H]2C1	·	6	-7	6	-5	·	2	·
CC(=O)Nc1ccc(NC(=O)c2c(C)c(-c3ccccc3)nc3ccccc23)cc1	8	6	·	-28	-12	·	4	·
CCCCn1c(N)c(N(CC)C(=O)C2CCN(C(=O)c3ccccc3C)CC2)c(=O)[nH]c1=O	3	2	-2	-2	-12	1	5	-3
O=C(NC(Cc1ccc(O)cc1)C(=O)N=Nc1c(O)[nH]c2ccccc12)c1ccccc1 (stereo unspecified)	2	-6	-4	-4	13	62	2	·
Cc1cccc(N2CCN(C(=O)c3ccc4c(c3)CCN4S(C)(=O)=O)CC2)c1C	-5	·	·	10	40	·	-1	·
C[C@@H]1CN([C@H](C)CO)C(=O)c2cc(-c3ccc(F)cc3)cnc2O[C@H]1CN(C)C(=O)CN(C)C	-1	5	15	10	·	12[16.7 µM]	2	0
Cc1ccc2ccccc2c1C(O)c1ncc(-c2ccccc2)[nH]1 (stereo unspecified)	-3	-1	6	8	-6	30	1	1
COc1ccccc1C1CC(c2ccco2)=NN1S(C)(=O)=O (stereo unspecified)	-9	5	·	18	9	·	2	·
COc1ccc(CCNS(=O)(=O)c2ccc3c(c2)oc(=O)n3C)cc1OC	2	-4	-8	4	3	-4	0	3
CCOc1ccc(CNC(=O)CCC(=O)N2Cc3ccccc3Oc3ncccc32)cc1	1	·	-12	1	-2	-6	-1	0
C[C@@H]1CN([C@@H](C)CO)C(=O)Cc2cc(NC(=O)Nc3ccc(C(F)(F)F)cc3)ccc2O[C@@H]1CN(C)Cc1ccc(C(=O)O)cc1	·	-6	0	-12	-6	2[16.7 µM]	4	-2
COc1cccc(S(=O)(=O)N2CCCCN3[C@H](CO)[C@@H](c4ccc(-c5cccnc5)cc4)[C@H]3C2)c1	·	2	-10	6	-34	0[16.7 µM]	-3	-2
CO[C@@H]1CN(C)C(=O)c2cc(NC(=O)c3cccc(F)c3)ccc2OC[C@H](C)N(C)C[C@@H]1C	-2	2	-3	15	·	·	-2	-5
Cc1cc(C)cc(N(C(=O)CNC(=O)c2ccco2)C(C(=O)NC2CCCC2)c2ccncc2)c1 (stereo unspecified)	3	5	-5	0	4	-2	-2	1
SMILES	FN deposit inh	EWS-Fli block	PGC1a acetyl inh	LGR2 antag	PAX8 reporter	miR-122 sensor	CASP6 VEID inh	Cneo AK release
C[C@H](NC(=O)C[C@@H]1CC[C@@H]2[C@H](COC[C@H](O)CN2C(=O)Nc2cc(Cl)cc(Cl)c2)O1)c1ccccc1	-6	-5	0	20	-12	-3[16.7 µM]	0	0
C[C@@H]1CN([C@@H](C)CO)C(=O)c2cccc(NS(=O)(=O)c3cn(C)cn3)c2O[C@H]1CN(C)C(=O)Nc1ccc(C(F)(F)F)cc1	-4	-8	-7	15	·	20[16.7 µM]	1	10
COc1ccc(C(=O)Nc2ccccc2N2CCCC2)cc1S(=O)(=O)N1CCOCC1	-1	11	-9	-2	15	-3	-1	0
CC(NC(=O)OC(C)(C)C)C(=O)NC(CCC(=O)OCc1ccccc1)C(N)=O (stereo unspecified)	15	20	·	-1	3	·	·	·
CCC(=O)Nc1ccc(/C(C)=N/NC(=O)c2c(Br)c(C)nn2C)cc1	-1	-8	4	-4	26	-9	0	2
CN(C)C(=O)C[C@@H]1C=C[C@H](NC(=O)NC2CCCC2)[C@@H](CO)O1	-5	-8	7	30	1	·	0	45
CC(=O)C1=C(C)N=c2s/c(=C/c3ccc4c(c3)OCO4)c(=O)n2C1c1ccc(N(C)C)cc1 (stereo unspecified)	3	0	3	0	-16	0	2	1
O=C(Cc1ccncc1)Nc1ccc2c(c1)[C@@H]1C[C@H](CC(=O)NC3CCCC3)O[C@H](CO)[C@@H]1O2	0	7	-3	-2	5	29[16.7 µM]	-1	8
COc1ccc(NC(=O)Nc2cccc([N+](=O)[O-])c2)cc1Cl	6	-11	-14	?	-9	-14	-1	-7
C[C@@H]1CN([C@H](C)CO)C(=O)c2cc(Br)cnc2O[C@H]1CN(C)CC1CCCC1	·	-18	20	-4	·	5[16.7 µM]	62*	7
Cc1noc(C)c1NC(=O)N(C)C[C@@H]1Oc2ccc(NC(=O)Nc3ccc(F)cc3)cc2CC(=O)N([C@H](C)CO)C[C@H]1C	·	-3	3	-6	·	·	-2	·
CC1(C)CCC(=O)N(c2ccccc2)C1=O	4	-3	·	9	0	·	-4	·
CCCCNC(=O)C1(C)CCC(=O)N1CCCn1ccnc1 (stereo unspecified)	-12	-8	-17	20	-11	-4	-1	-4
O=C(c1ccccn1)N1CCN(S(=O)(=O)c2cccc(Br)c2)CC1	2	5	·	7	0	·	-2	2
CN(C)c1ccc(C(=S)N2CCN(S(=O)(=O)c3ccccc3)CC2)cc1	1	·	·	-4	21	-8	0	0
CC(C)C(=O)Nc1ccc2c(c1)C(=O)N(C)[C@@H]1CC[C@H](CC(=O)N[C@@H](C)c3ccccc3)O[C@H]1CO2	-8	6	-3	-2	-6	-30[16.7 µM]	·	-1
Cc1ccc(C)c(OC(C)C(=O)Nc2ccc(S(=O)(=O)Nc3nccs3)cc2)c1 (stereo unspecified)	-15	7	-1	-5	0	5	6	-1
COc1cc(CCCN2C(N)=NC[C@@H]2Cc2ccc(O)cc2)cc(OC)c1OC	-19	-4	-1	-15	-1	-9	-2	0
O=C(Nc1cccc(C(F)(F)F)c1)c1cnccn1	·	-5	16	-18	-34	-3	-1	·
CCOC(=O)c1cnc(SCC(=O)c2ccccc2)nc1N	-1	·	4	·	·	-4	·	1

Source: PubChem BioAssay
